esBAF inh: inhibitors of esBAF chromatin remodeling in mouse ES cells; hit rate 2% among 350,000; reporter increase, % at 12.5 µM; Bmi1-luciferase knock-in reporter, 24 h; 100% = twice the neutral-well signal; AID 602393; in the data active means activation above about 40%;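 further: 0% = median of the plate's neutral control wells and 100% = double that signal; a rise in the Bmi1 reporter signal indicates esBAF inhibition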
Xi reactivation: activators of X-chromosome reactivation in mouse fibroblasts | activation, % at 7.58 µM | XiGFP mouse fibroblasts, % GFP-positive cells imaging, 3 d; cells co-treated with 5-aza-dC sensitizer; scaled so ellipticine positive control = 100% | hit rate 0.055% among 360,000;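 active means mean normalized replicate activation at least 10% and every replicate at or above 10%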;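 further: 0% = median of on-plate neutral control wells and 100% = ellipticine 6 µM median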
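System: SV40-immortalized XiGFP fibroblast cells, line 68-5-11 / Incubation: 3-day compound exposure, then 15 min fixation at room temperature / Compound: single concentration per compound, delivered by pin transfer / Buffer or medium: DMEM plus 5-aza-dC sensitizer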
INS-1E GSIS act: primary screen for activators of insulin secretion dependent on glucose, INS-1E cells, GLuc reporter luminescence | AID 743287 | hit rate 0.61% among 370,000 | activation, % at 16.6 µM | INS-1E GLuc reporter insulin secretion, 2-3 h;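 active means lowest replicate activation of at least 40%, so every replicate reaches that level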;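 further: 0% = median of neutral control wells and 100% = median of IBMX positive control wells; some compounds called inactive have numbers as strong as hits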
RAD54 branch: blocks human RAD54 Holliday junction branch migration; FAM/BHQ fluorescence; inhibition, % at 10.4 µM; hit rate 0.14% among 360,000;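 active means mean normalized replicate activity at least 40 and at least half of replicates scoring 40 or more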;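 further: 0% = median of neutral control wells and 100% = median of positive control wells; inhibitors cause a drop in the FAM fluorescence signal; in these data hits start at about 50%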
Target sequence (Q92698 whole entry, looked up): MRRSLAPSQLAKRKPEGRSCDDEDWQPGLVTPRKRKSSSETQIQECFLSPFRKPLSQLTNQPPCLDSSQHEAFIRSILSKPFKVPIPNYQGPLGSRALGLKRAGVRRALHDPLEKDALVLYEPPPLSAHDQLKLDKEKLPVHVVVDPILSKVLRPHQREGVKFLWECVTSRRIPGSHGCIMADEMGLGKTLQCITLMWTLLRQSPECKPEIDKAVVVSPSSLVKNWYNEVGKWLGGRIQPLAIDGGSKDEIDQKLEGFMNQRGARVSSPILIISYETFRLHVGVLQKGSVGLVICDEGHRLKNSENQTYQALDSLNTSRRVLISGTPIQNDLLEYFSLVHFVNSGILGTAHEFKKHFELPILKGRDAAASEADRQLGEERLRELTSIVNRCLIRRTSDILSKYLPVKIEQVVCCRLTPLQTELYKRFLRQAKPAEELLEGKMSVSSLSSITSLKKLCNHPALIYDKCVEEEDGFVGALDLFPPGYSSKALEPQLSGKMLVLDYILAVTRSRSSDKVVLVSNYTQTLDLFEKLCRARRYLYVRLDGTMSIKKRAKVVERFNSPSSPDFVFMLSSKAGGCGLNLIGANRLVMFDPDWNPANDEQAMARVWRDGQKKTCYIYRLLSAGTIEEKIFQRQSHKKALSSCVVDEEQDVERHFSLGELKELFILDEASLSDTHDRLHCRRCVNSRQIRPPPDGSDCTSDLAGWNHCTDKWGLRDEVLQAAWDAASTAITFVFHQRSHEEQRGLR
ERAP1 inh: ERAP1 (human) enzyme inhibition. recombinant ERAP1, Leu-AMC fluorescence, 60 min. Q9NZ08. inhibition, % at 10.7 µM. hit rate 0.15% among 340,000;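 active means mean replicate inhibition of at least 30%, or all replicates individually reaching that 30% level; inactive means mean below 30% and not every replicate reaching it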;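 further: 0% = neutral control wells and 100% = L-leucinethiol positive control wells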
ARNT-TACC3 inh: disruptors of human ARNT/TACC3 interaction | hit rate 0.66% among 390,000 | AlphaScreen His-ARNT PAS-B/GST-TACC3 binding, luminescence; TACC3 fragment carries E629A point mutation | Q9Y6A5 | inhibition, % at 9.99 µM | AID 623870;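 active means mean inhibition of replicates at least 50% and at least half of replicates each reaching 50%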;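 further: 0% = complete ARNT plus TACC3 wells and 100% = ARNT alone without TACC3; many hits fall short of the cut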
RAD52 anneal inh: blocks human RAD52 DNA annealing | P43351 | recombinant RAD52 DNA annealing, FRET fluorescence | inhibition, % at 18.7 µM | hit rate 0.46% among 360,000;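 active means every replicate showing at least 50% inhibition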
CFTR F508del cor: correctors of CFTR F508del function in bronchial epithelial cells; CFBE cells, YFP halide quenching; stimulated with forskolin plus potentiator P3; % fluorescence drop versus neutral controls; activity (quench increase), % at 7.58 µM; hit rate 0.36% among 350,000;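 active means mean added fluorescence quench of at least 8% versus neutral control, with both replicates also reaching 8%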;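 further: cells transiently co-express mutant CFTR-F508del with the halide-sensitive YFP; corrector assay measuring rescue of mutant channel to the surface after 24 h compound exposure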
Numbers without * were called inactive; . = not tested or not shown.

#	SMILES	esBAF inh	Xi reactivation	INS-1E GSIS act	RAD54 branch
1	O=C(OCC#CCSc1nnc(-c2ccc(Br)cc2)o1)c1cccs1	.	0.0	-8	.
2	CC1CCc2c(sc(NC(=O)COC(=O)C3CCCO3)c2C#N)C1 (stereo unspecified)	.	0.1	0	.
3	Cc1c(NC(=O)CSc2nc3c(cnn3-c3ccccc3)c(=O)[nH]2)c(=O)n(-c2ccccc2)n1C	.	0.8	20	.
4	C[C@@H]1CN([C@H](C)CO)C(=O)c2cc(C#Cc3ccccc3)cnc2O[C@@H]1CN(C)C(=O)c1ccccn1	-6	-1.3	3	3
5	C[C@@H]1CN([C@H](C)CO)C(=O)c2cc(C#Cc3ccccn3)cnc2O[C@@H]1CN(C)CC1CCOCC1	0	-0.8	8	4
6	Cc1ccc(CNC(=O)CO/N=C/c2ccc(C(C)(C)C)cc2)cc1	.	0.1	5	.
7	O=C(COc1cc(F)ccc1[N+](=O)[O-])Nc1ccc(N2CCOCC2)cc1	.	0.0	-5	.
8	CCn1c(SCC(=O)N2CCN(C)CC2)nc2c1c(=O)n(C)c(=O)n2C	-6	0.1	-3	-10
9	COc1cccc(C(O)Cc2nc3ccccc3n2C)c1OC (stereo unspecified)	-1	-0.1	.	3
10	CCC(C(=O)Nc1cc(Cl)c(OC)cc1OC)c1ccccc1 (stereo unspecified)	1	0.1	11	6
11	CCOC(=O)C(C)n1cnc2c(oc3ccccc32)c1=O (stereo unspecified)	13	.	4	0
12	CCOC(=O)c1c(NC(=O)CN2C(=O)NC(C)(c3ccc(OC(F)F)cc3)C2=O)sc(C)c1C (stereo unspecified)	-3	-0.1	17	.

#	ERAP1 inh	ARNT-TACC3 inh	RAD52 anneal inh	CFTR F508del cor
1	3	-5	-11	-3.0
2	0	-9	-2	-2.5
3	0	1	-10	.
4	3	1	13	0.8
5	6	-2	-30	1.5
6	1	-2	0	.
7	7	0	3	-2.7
8	-3	5	-6	3.6
9	-3	.	-6	0.3
10	0	0	-11	-1.5
11	.	0	.	.
12	13	4	-13	.

Next results.
#	SMILES	esBAF inh	Xi reactivation	INS-1E GSIS act	RAD54 branch
13	O=C(Nc1ccc(Oc2cccnc2)cc1)C1CCN(Cc2cccc(Cl)c2)CC1	-3	0.0	-14	-3
14	CN1CCN(C(=O)C[C@H]2C[C@H]3c4cc(NC(=O)C5CCOCC5)ccc4O[C@H]3[C@H](CO)O2)CC1	0	0.5	6	-6
15	O=C(Cc1c(F)cccc1Cl)N1CCN(S(=O)(=O)c2cccc(F)c2)CC1	1	0.3	22	-1
16	CC1(C)Oc2cc3oc(-c4cc(O)cc(O)c4)cc3cc2CC1O (stereo unspecified)	-76	.	-9	7
17	OC(c1ccccc1)(c1ccccc1)C1CCN(CCCOc2ccc(-c3ccncc3)cc2)CC1	.	0.7	-30	.
18	CCOC(=O)N1CCC(N2C(=O)c3ccccc3C2Nc2ccc(Cl)cn2)CC1 (stereo unspecified)	1	0.1	-21	8
19	O=C(COC(=O)C1(c2ccccc2F)CCCC1)N1CCN(C(=O)c2ccco2)CC1	6	.	0	-9
20	Cc1ccc(NC(=O)COC(=O)CN2CCCCCC2=O)cc1C	0	0.1	.	6
21	Cc1cc(C)n(C(=O)c2ccc([N+](=O)[O-])cc2[N+](=O)[O-])n1	.	0.0	3	.
22	C[C@@H]1CCCCO[C@@H](CN(C)C(=O)CCC(F)(F)F)[C@H](C)CN([C@@H](C)CO)C(=O)c2cc(NS(=O)(=O)c3cccs3)ccc2O1	5	0.3	-8	-6
23	CC(C)(C)[S@@](=O)N1Cc2cc(C(=O)N3CCOCC3)nc(-c3cccc(-c4ccc(C#N)cc4)c3)c2[C@H]1CCO	-1	0.0	2	2
24	OC(c1ccc2ccccc2c1)c1ncc(-c2ccc(C(F)(F)F)cc2)[nH]1 (stereo unspecified)	-38	0.1	.	10

#	ERAP1 inh	ARNT-TACC3 inh	RAD52 anneal inh	CFTR F508del cor
13	0	3	-58	1.7
14	0	-7	4	-0.3
15	3	-5	0	1.0
16	-2	3	8	-2.1
17	1	.	6	-0.4
18	5	-4	4	0.7
19	.	-3	.	.
20	-1	-1	-4	-3.0
21	-3	-19	-8	2.3
22	.	-3	.	-1.2
23	0	2	-18	1.7
24	-1	.	6	-0.8

Next section
#	SMILES	esBAF inh	Xi reactivation	INS-1E GSIS act	RAD54 branch
25	CCOC(=O)C1=C(C)N(c2ccccc2)C(=O)NC1c1cccc([N+](=O)[O-])c1 (stereo unspecified)	.	0.1	-12	-5
26	N#Cc1ccc(-c2ccc3c(c2)[C@H]2[C@H](CCN2C(=O)C2CCCCC2)[C@H](CO)N3)cc1	5	0.0	7	-3
27	O=C(NCC(c1cccs1)N1CCOCC1)C1CCN(S(=O)(=O)c2c(Cl)cccc2Cl)CC1 (stereo unspecified)	3	0.0	-21	.
28	CC(C)(CN1CCCC1)NC(=O)C1CCC(=O)N(CCCN2CCOCC2)C1 (stereo unspecified)	2	0.6	0	-8
29	COc1ccc(NC(=O)C2CCCN2S(=O)(=O)c2ccc(C)cc2)cc1 (stereo unspecified)	-1	.	8	2
30	Cc1ccc(C(=O)NCC(=O)OCC(=O)c2cc(C)n(Cc3ccco3)c2C)cc1	.	0.0	.	-3
31	Cc1ccc(N(C(C)C(=O)N2CCOCC2)S(C)(=O)=O)cc1C (stereo unspecified)	.	0.1	19	.
32	Cn1cc(C(=O)C(=O)N2CCCCC2)c2ccccc21	0	-0.6	10	-10
33	COc1ccc2c(c1)CCCC21SC(NC(C)=O)=NN1C(C)=O (stereo unspecified)	.	0.0	12	.
34	CO[C@H]1CN(C)C(=O)c2ccc(NS(=O)(=O)c3c(C)noc3C)cc2OC[C@H](C)NC[C@H]1C	-3	0.3	3	-13
35	Cc1c(C(=O)N(C)CCc2cnn(C)c2)oc2c(F)cccc12	4	0.0	45*	-12
36	CO/N=C/C(C#N)c1ncc(C(F)(F)F)cc1Cl (stereo unspecified)	-11	.	-12	-7

#	ERAP1 inh	ARNT-TACC3 inh	RAD52 anneal inh	CFTR F508del cor
25	.	-9	.	.
26	0	-35	-18	1.1
27	-5	0	-10	-0.3
28	-6	-1	-15	1.8
29	.	2	.	.
30	-2	-3	-19	-0.5
31	-5	11	-6	-2.0
32	2	-5	-26	-7.4
33	2	-3	-9	-3.6
34	-1	-8	-1	3.9
35	-4	-13	-8	-2.0
36	6	-22	-7	-2.1

(further entries)
#	SMILES	esBAF inh	Xi reactivation	INS-1E GSIS act	RAD54 branch
37	O=C(Nc1ccccc1F)C1CCN(S(=O)(=O)c2cccc3nonc23)CC1	2	0.4	1	-13
38	Cc1ccccc1-n1ncc2c1CC(C)(C)CC2NC(=O)c1snnc1C (stereo unspecified)	-1	0.0	11	-3
39	COC(=O)c1ccc(NC(=O)C2CCCN2C(=O)Nc2cccc(C(C)=O)c2)cc1 (stereo unspecified)	0	0.0	-8	2
40	O=C(Nc1ccccc1F)N[C@@H]1CC[C@@H](CCNS(=O)(=O)c2ccccc2)O[C@@H]1CO	8	-0.3	-1	-5
41	CCOC(=O)N1CCN(c2cc3[nH]c(=S)[nH]c3cc2F)CC1	-6	.	-9	-10
42	Cc1ccc(S(=O)(=O)NCC2(c3ccccc3)CCN(C)CC2)cc1	4	0.1	.	-2
43	CC1Cc2ccccc2N1C(=O)COC(=O)c1ccc(Cl)c(S(=O)(=O)N2CCOCC2)c1 (stereo unspecified)	-3	0.5	-14	13
44	O=C(COc1cccc(C(F)(F)F)c1)N1CCN(c2ccc(O)cc2)CC1	6	0.4	9	3
45	CCOc1ccc(S(=O)(=O)N2CCOCC2)cc1NC(=O)CSCC(=O)Nc1cccc(C)c1	5	-0.1	-1	8
46	Cc1ccc(C(=O)Nc2ccccc2C(=O)N2CCCC(C)C2)cc1 (stereo unspecified)	0	0.0	9	12
47	OC[C@@H]1[C@@H](c2ccc(-c3ccc(F)cc3)cc2)[C@H]2CN(Cc3ccncc3)CCCCN12	0	0.3	-9	5
48	Cc1cc(CNC(=O)C2(C(F)(F)F)C/C(=C\CCO)CCCO2)nn1C (stereo unspecified)	7	0.0	.	0

#	ERAP1 inh	ARNT-TACC3 inh	RAD52 anneal inh	CFTR F508del cor
37	-2	-3	-9	1.0
38	-5	-2	-11	-1.9
39	-2	3	-14	0.6
40	-3	0	9	-2.3
41	.	1	.	.
42	0	3	-5	-4.6
43	0	.	-1	-3.6
44	3	10	-12	3.8
45	0	-12	-16	4.2
46	-1	-2	-11	2.1
47	3	5	-21	3.6
48	-4	.	-2	-0.8

Looked up above:
CCOC(=O)N1CCC(N2C(=O)c3ccccc3C2Nc2ccc(Cl)cn2)CC1 (stereo unspecified) @ esBAF inh = 1
CCOC(=O)C1=C(C)N(c2ccccc2)C(=O)NC1c1cccc([N+](=O)[O-])c1 (stereo unspecified) @ Xi reactivation = 0.1
CC(C)(C)[S@@](=O)N1Cc2cc(C(=O)N3CCOCC3)nc(-c3cccc(-c4ccc(C#N)cc4)c3)c2[C@H]1CCO @ Xi reactivation = 0.0
Cc1ccc(N(C(C)C(=O)N2CCOCC2)S(C)(=O)=O)cc1C (stereo unspecified) @ RAD52 anneal inh = -6

(continued)
#	SMILES	esBAF inh	Xi reactivation	INS-1E GSIS act	RAD54 branch
49	C[C@H](CO)N1C[C@H](C)[C@H](CN(C)C(=O)CCC(F)(F)F)OCCCC[C@H](C)Oc2ccc(NS(=O)(=O)c3cccs3)cc2C1=O	-2	-0.1	-2	-13
50	COc1ccc(CNC(=O)[C@H](C)NC(=O)C2CC(=O)N(c3ccc4c(c3)OCO4)C2)cc1 (stereo partly specified)	-3	0.1	-3	4
51	Cc1c(C)n(Cc2ccc(F)cc2)c2ccc(C(=O)NCCN3CCOCC3)cc12	-5	0.0	-35	-12
52	CCOc1ccc(N(CC(=O)Nc2c(C)cccc2C)S(=O)(=O)c2c(C)[nH]c(=O)[nH]c2=O)cc1	.	0.0	9	-8
53	CCNC(=O)CSc1nc2sccc2c(=O)n1-c1ccccc1	3	0.0	19	4
54	COc1ccc2c3c([nH]c2c1)[C@@H](CO)N(C(C)=O)CC31CCN(Cc2ccccc2Cl)CC1	.	0.1	-7	.
55	CC1CN(c2ncnc3c2cnn3-c2ccc(Cl)cc2)CC(C)O1 (stereo unspecified)	31	0.1	.	-6
56	COc1ccccc1CNCCS(=O)(=O)NCc1ccccc1	1	0.0	-1	4
57	COc1ccc(-n2c(C)nnc2SCC(=O)NC2CC2)cc1	0	0.2	5	-5
58	Cc1cc(NC(=O)CSc2nncn2N)no1	.	0.0	10	.
59	Cc1csc2ncc(C(=O)Nc3ccc(C(F)(F)F)cc3)c(=O)n12	-1	0.1	.	-1

#	ERAP1 inh	ARNT-TACC3 inh	RAD52 anneal inh	CFTR F508del cor
49	.	-4	.	1.4
50	-1	-1	-3	-2.7
51	1	-6	-1	-1.7
52	1	1	-6	0.4
53	-1	-2	-23	1.0
54	-1	.	16	1.9
55	2	-5	-2	0.9
56	2	-7	-14	-2.9
57	-4	.	-13	0.8
58	-3	-1	-20	-1.5
59	3	0	0	3.1

Screen by screen, as entered above:
RAD54 branch, nos. 9–16: 3, 6, 0, ., -3, -6, -1, 7
esBAF inh, nos. 9–16: -1, 1, 13, -3, -3, 0, 1, -76

Given as labelled records: entries from further up.
56) COc1ccccc1CNCCS(=O)(=O)NCc1ccccc1
  esBAF inh = 1; Xi reactivation = 0.0; INS-1E GSIS act = -1; RAD54 branch = 4; ERAP1 inh = 2; ARNT-TACC3 inh = -7; RAD52 anneal inh = -14; CFTR F508del cor = -2.9

57) COc1ccc(-n2c(C)nnc2SCC(=O)NC2CC2)cc1
  esBAF inh = 0; Xi reactivation = 0.2; INS-1E GSIS act = 5; RAD54 branch = -5; ERAP1 inh = -4; ARNT-TACC3 inh = .; RAD52 anneal inh = -13; CFTR F508del cor = 0.8

Screening data deposited in PubChem BioAssay by Broad Institute.
